# TCR act: Activators of T cell receptors: qHTS campaign; 330,000 tested, under 10 active; primary human leukocytes, anti-CD3, IL-2 HTRF, 48 h; Potency, µM (top dose mostly 9.22 µM), for the others: at the highest dose activation of IL-2 secretion, most hits filed as activators; note: % of control where 0% means no effect
#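 48 hr co-incubation of compounds, a-CD3 beads and primary human leukocytes; IL-2 quantified homogeneously by HTRF with anti-IL-2 K and d2 conjugates.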
# BRCA1 expr act: qHTS Assay to Identify Small Molecule Activators of BRCA1 Expression | MCF7-BRCA1-FFLuc reporter, luminescence, 48 h; response scale: scaled: vehicle 0%, 10 µM genistein 100% | Potency, µM (series often up to 46.1 µM), without a hit: at the top dose activation, most hits filed as activators | actives 1.1% (n = 380,000); note: potency is the fitted concentration of half-maximal effect; nearly all actives have a fitted effect of over 80% in size; some results filed as inactive show a strong effect at the top dose
#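 Luminescence from a BRCA1-driven firefly luciferase in MCF7 cells was the read-out, taken 15 min after substrate addition following 48 h compound exposure at 37 °C. Data were normalized to a 10 microM genistein control and DMSO vehicle.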
# TRPV1 agonist: HTS Assay for Compounds that Act as Agonists of the Vanilloid Receptor 1 | TRPV1-expressing cells, Fluo-8 calcium influx, agonist mode | activation, % at 8.33 µM | Transient receptor potential cation channel subfamily V member 1 (Homo sapiens), Q8NER1 | actives 0.19% (n = 320,000); in the data active = activation above about 80%; inconclusive = between about 30% and that limit; note: 0% is about no effect
#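 Fluo-8 calcium influx in TRPV1-expressing cells, kinetic read (ex 480/em 520 nm). Compound added and read 3 min for agonist activity, followed by capsaicin at EC20 final and 2 min further read for enhancement.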
# a7 integrin act: qHTS for Activators of Integrin-Mediated Alleviation for Muscular Dystrophy. alpha7betagal myoblasts, beta-gal FDG fluorescence, 48 h. Potency, µM (titrated, usually from 38.3 µM), inactives show top-dose activation, most hits filed as activators. actives 0.064% (n = 350,000). AID 624291, 2012;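 note: potency is the fitted concentration of half-maximal effect; 100% = response of the positive control SU9516; nearly all actives have a fitted effect of over 60% in size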
#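 Alpha7betagal+/- myoblasts (passage 13) were plated 16-24 hr, then exposed to compounds (1:260 dilution of DMSO stock) for 48 hours at 37C. After MPER lysis, β-galactosidase reporter activity was read as FDG fluorescence (ex 480/em 540) after 30 minutes.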
# ELG1 DNA repair: qHTS screen for small molecules that inhibit ELG1-dependent DNA repair in human embryonic kidney (HEK293T) cells expressing luciferase-tagged ELG1; HEK293T ELG1-luciferase reporter, luminescence, 16 h; DNA damage induced by 5-fluorouridine; Potency, µM (highest dose often 46.1 µM), for inactives: top-dose activity change, negative = inhibition, usual class: inhibitors; actives 2.3% (n = 330,000); note: potency is the fitted concentration of half-maximal effect; % is set by controls: 0 for no effect and ±100 for the full control effect; nearly all actives have a fitted effect of over 55% in size
#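 Cells (2,000 per well) received 5-fluorouridine plus test compound or DMSO and were incubated 16 hr at 37 °C, 5% CO2. Luciferase activity was read by luminescence 30 min after ONE-Glo addition; signal suppression marked inhibition of damage-induced ELG1 function.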
# CXXC DNA block: qHTS Fluorescence Polarization Assay for Inhibitors of MLL CXXC domain - DNA interaction. Potency, µM (top dose mostly 115 µM), without a hit: at the highest dose activity change, negative = inhibition, hits mostly inhibitors. MLL-CXXC / FITC-HOXA9 DNA fluorescence polarization. AID 2662, 2010. Histone-lysine N-methyltransferase 2A (Homo sapiens), Q03164. actives 0.037% (n = 290,000); active = well fitted inhibition curve with a large enough effect in the polarisation, with a control signal flat, not every such curve was filed as active; inconclusive = small, poorly fitted or top-dose-only effect, or effect the other way, or a change in a side signal; inactive = no such curve, though single readings can be large or run the other way; the % refers to the polarisation; note: potency is the fitted concentration of half-maximal effect
#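 Purified MLL-CXXC (added from a 7 uM solution) was preincubated 5 min at ambient with pinned compounds in 50 mM Tris-HCl pH 7.5, 50 mM NaCl, 1 mM DTT, 0.05% BSA. Fluorescein-labeled HOX-A9 DNA (50 nM solution) followed, 30 min, then polarization read.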
# B2AR arrestin: qHTS assay of beta-arrestin-biased ligands of beta2-adrenergic receptor | Beta-2 adrenergic receptor (Homo sapiens), P07550 | beta-arrestin recruitment to beta2AR, cell-based reporter | Potency, µM (top dose mostly 46.1 µM), for the others: top-dose activation, usual class: activators | actives 0.02% (n = 330,000);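 note: potency is the fitted concentration of half-maximal effect; 0% = DMSO controls and full agonism = EC100 isoproterenol or metaproterenol; nearly all actives have a fitted effect of over 65% in size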
# AT treatment: qHTS Assay for Identifying a Potential Treatment of Ataxia-Telangiectasia; […] A-T fibroblasts, KAP-1 phosphorylation AlphaLISA; neocarzinostatin DNA damage 30 min before lysis; Potency, µM (doses to about 57.5 µM), inactives show top-dose activation, actives largely listed as activators; actives 0.19% (n = 320,000); AID 485349, 2010; note: potency is the fitted concentration of half-maximal effect; % of control where 0% means no effect; nearly all actives have a fitted effect of over 45% in size
#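 hTERT-immortalized A-T patient fibroblasts ([…]), 500 cells/well in OPTI-MEM, 1% FBS, got compounds for 60 min, then NCS for 30 min at 37C. Lysates were then assayed for phospho-KAP-1 by AlphaLISA (anti-pKAP1 donor, anti-KAP1 acceptor beads), 6 hr at 25C.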
# TSG101-PTAP inh: qHTS Assay for Iinhibitors of HIV-1 Budding by Blocking the Interaction of PTAP/TSG101; Tumor susceptibility gene 101 protein (Homo sapiens), Q99816; Fluorescence polarization, FITC-PTAP peptide / Tsg101 binding; Potency, µM (doses to about 115 µM), without a hit: at the top dose activity change, negative = inhibition, most hits filed as inhibitors; 340,000 tested, under 10 active; active = well fitted inhibition curve with a large enough effect in the main read-out, with a control signal flat, not every such curve was filed as active; inconclusive = small, poorly fitted or top-dose-only effect, or effect the other way, or a change in a side signal; inactive = no such curve, though single readings can be large or run the other way; note: potency is the fitted concentration of half-maximal effect; % of control where 0% means no effect
#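 Steps: Tsg101 binding domain dispensed (10 uM final), compounds pinned in DMSO, FITC-labeled PTAP-motif peptide added (50 nM final); after 20 min binding at room temperature, polarization measured.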
# p53 reactivation: qHTS assay for re-activators of p53 using a Luc reporter. H1299 p53-A138V BP100-luciferase reporter, luminescence, 24 h. Potency, µM (titrated, usually from 92.2 µM), inactives show at the top dose activity change, positive = activation, usual class: activators. actives 0.063% (n = 320,000). AID 504706, 2011; note: potency is the fitted concentration of half-maximal effect; % of control where 0% means no effect; nearly all actives have a fitted effect of over 45% in size
#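 H1299 (p53-null), stable ts p53-A138V + BP100-Luc; 1000 cells/well, Opti-MEM/10% FBS; cpd 4 pt, 1:5; 24 h, 37 deg C, 5% CO2; detection reagent 10 min RT; luminescence.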
# * hit, by the source's call; u = inconclusive; x = not tested or not shown; [ ] = remark or other dose. Unless noted, calls come from the whole dose curve; as a rule, active = well fitted curve in the direction sought with a large enough effect; inconclusive = small, poorly fitted or top-dose-only effect, or another doubt; inactive = no such curve, though single readings can be large; an effect the other way counts as inactive or inconclusive.
SMILES,TCR act,BRCA1 expr act,TRPV1 agonist,a7 integrin act,ELG1 DNA repair,CXXC DNA block,B2AR arrestin,AT treatment,TSG101-PTAP inh,p53 reactivation
COc1ccc(C(C(=O)NCCC(C)C)N(CCN2CCOCC2)C(=O)Cn2nnc3ccccc32)c(OC)c1 (configuration not stated),0%,-12%,-2,-8%,-7%,-9%,-0.8%,5%,-2%,2%
CCCc1cc(=O)[nH]c(SCC(=O)N2CCc3cc(OC)c(OC)cc3C2)n1,3%,-11%,1,3%,-8%,x,0.3%,3%,-4%,10%
N/C(CSc1ncccc1C(F)(F)F)=N\O,-1%,24%,x,36%,0%,-5%,-0.6%,8%,-4%,-2%
Cc1cc(C)c(NC(=O)Cn2c(=O)n(Cc3ccco3)c(=O)c3ccccc32)c(C)c1,-3%,-42%,4,-8%,-5%,13%,-0.2%,-7%,0%,-15%
O=C(CSc1ccccc1)Nc1cc(Cl)ccc1Oc1ccccc1,-5%[46.1 µM],-22%,29,-16%,0%,-2%,-0.2%,17%,0%,30%
COc1ccccc1NC(=O)CCC(=O)OC(C)C(=O)c1ccccc1 (configuration not stated),-38%,-9%,-1,-1%,17%,7%,-0.3%,1%,0%,-4%
COc1ccccc1NC(=O)NCCc1ccccc1,-1%,0%,u,-19%,-5%,1%,-0.7%,9%,-2%,-8%
Cc1ccc(NS(=O)(=O)c2ccc3c(c2)n(C)c(=O)n3C)cc1,-11%,-5%,0,31%,13%,u,-0.1%,-27%,-2%,-3%
C=CCNC(=S)N1CCC(C(=O)c2ccc(F)cc2)CC1,0%,-19%,u,-21%,u,0%,-0.2%,4%,0%,-1%
NC(=O)c1cc2ccccc2o/c1=N\NC(=O)c1ccco1,-1%[46.1 µM],-1%,-1,2%,-13%,5%,0.5%,7%,-1%,-5%
Brc1ccc(-c2noc(-c3ccccc3)n2)o1,4%,u,10,-14%,u,1%,-0.6%,7%,-4%,24%
Cc1nc(-c2cccc(NC(=O)c3ccc(-n4cccn4)cc3)c2)cs1,-1%,43%,15,-24%,u,x,0.1%,12%,-3%,4%
O=S(=O)(/C=C/c1ccccc1)n1cnc2ccccc21,-6%,-20%,3,-18%,2%,-26%,0.2%,13%,-4%,-2%
CC(C)(C)c1ccc(C2CC2C(=O)N/N=C\c2ccc[nH]2)cc1 (configuration not stated),-4%,-25%,u,-43%,u,5%,0.4%,-1%[11.5 µM],-4%,4%
CSc1ccccc1NC(=O)COC(=O)Cn1cc(C(F)(F)F)ccc1=O,-4%,-6%,-1,14%,23%,x,0.0%,-1%,0%,14%

# Among those listed so far, 2 have an NH in an aromatic ring.
SMILES,TCR act,BRCA1 expr act,TRPV1 agonist,a7 integrin act,ELG1 DNA repair,CXXC DNA block,B2AR arrestin,AT treatment,TSG101-PTAP inh,p53 reactivation
CCCc1cc(=O)[nH]c(SCC(=O)N2CCc3cc(OC)c(OC)cc3C2)n1,3%,-11%,1,3%,-8%,x,0.3%,3%,-4%,10%
CC(C)(C)c1ccc(C2CC2C(=O)N/N=C\c2ccc[nH]2)cc1 (configuration not stated),-4%,-25%,u,-43%,u,5%,0.4%,-1%[11.5 µM],-4%,4%

# Later entries.
SMILES,TCR act,BRCA1 expr act,TRPV1 agonist,a7 integrin act,ELG1 DNA repair,CXXC DNA block,B2AR arrestin,AT treatment,TSG101-PTAP inh,p53 reactivation
CCc1nc(N)c(C#N)c(-c2ccc(F)cc2)c1C,-1%,9%,-5,24%,-12%,5%,-1.4%,x,0%,-2%
O=C(c1ccccc1)c1nc2ccccc2[nH]c1=O,-1%,0%,-1,4%,17%,11%,-0.3%,0%,-4%,19%
CC(C)Sc1nc2ccccc2n1CC(=O)NCc1ccc2c(c1)OCO2,x,2%,u,-21%,u,-2%,-0.2%,7%,x,-7%
COc1ccccc1NC(=O)CC1COc2ccccc2O1 (configuration not stated),6%,-9%,9,3%,5%,4%,-0.9%,4%,-4%,3%
O=C(Cc1c(F)cccc1Cl)N/N=C/c1cccnc1,-9%,1%,1,u,10%,5%,-1.8%,-1%,-1%,-3%
CC(OC(=O)Cn1cnc2c1c(=O)n(C)c(=O)n2C)C(=O)NC(C)c1ccc(Cl)cc1Cl (configuration not stated),5%,-16%,-7,5%,10%,x,-0.2%,1%,-3%,-8%
O=C(NCCCN1CCCC1=O)c1cc2nc(-c3ccco3)cc(C(F)(F)F)n2n1,-1%,14%,-2,14%,1%,22%,0.2%,17%,-2%,-7%
COc1ccc(/C=N/Nc2cc(C)nc(NS(=O)(=O)c3ccc(C)cc3)n2)cc1,0%[46.1 µM],-48%,-2,34%,-13%,11%,9.1%,-2%,-2%,9%
Cc1cc(C)c(C#N)c(SCC(=O)Nc2ccccc2)n1,-1%,u,1,3%,u,-3%,-0.1%,8%,-7%,-6%
CCN(CC)S(=O)(=O)c1ccc(O)c(C(=O)OCC(=O)Nc2ccc(OC(F)(F)F)cc2)c1,x,-17%,7,19%,-10%,10%,0.0%,-3%,-2%,-4%
O=C(NCCSCc1ccccc1)c1ccc(C2SCC(=O)N2Cc2ccccc2)cc1 (configuration not stated),3%,-47%,12,-17%,u,24%,0.0%,-3%,9%,2%
Cc1cc(C(=O)OCC(=O)Nc2ccc(F)cc2[N+](=O)[O-])c2ccccc2n1,0%[46.1 µM],-37%,3,29%,23%,5%,0.1%,1%,-1%,-4%
CC(=O)c1ccc(Nc2ccc(-c3ccccc3C)nn2)cc1,-12%,6.3µM*,3,21%,u,-11%,-0.2%,0%,-1%,4%
CCn1c(SCc2nc(-c3ccc(Cl)cc3)no2)nnc1-c1ccco1,2%,-25%,2,-37%,0%,5%,-0.2%,-3%,-5%,0%
N#CC(C#N)=Cc1c[nH]c(=O)c(C#N)c1Nc1ccccc1,-2%,-23%,x,-1%,x,x,x,x,-7%,x
CCOc1ccc(NC(=O)CN2CCN(CC(=O)Nc3ccc(C(=O)OC)cc3)CC2)cc1,1%,-26%,2,-9%,-4%,15%,-0.1%,4%,0%,-8%
Cc1ccc(N2C(=O)C3CC3C2=O)cc1 (configuration not stated),0%,7%,1,13%,2%,-3%,-0.2%,4%,-5%,-1%
CCc1ccccc1NS(=O)(=O)c1cccc2nsnc12,1%,5%,1,-18%,4%,19%,-0.6%,18%,-7%,-11%
Cc1ccc(N(CC(=O)NC(C)C)C(=O)CCC(=O)Nc2nccs2)cc1C,2%,-11%,3,-20%,-6%,3%,-0.5%,-14%,-2%,-3%
COCC(=O)Nc1nnc(CCc2ccccc2)s1,27%,38%,1,23%,u,1%,0.3%,6%,-8%,2%
Cc1ccc(C(=O)N2CCN(c3ncc(C(F)(F)F)cc3Cl)CC2)s1,-3%,-40%,2,-15%,u,4%,-0.1%,-2%,-2%,2%
CCOC(=O)c1cc2ccccc2nc1C,-2%,-1%,15,41%[7.66 µM],1%,-1%,0.3%,x,-1%,0%
CCOc1ccccc1NC(=O)N1CCCC1C(=O)NCc1cccs1 (configuration not stated),5%,1%,7,2%,-8%,1%,-0.3%,7%,0%,3%
COC(=O)c1ccc(NC(=O)c2cn(-c3ccccc3)nc2-c2ccncc2)cc1,-16%,-25%,0,-34%,u,6%,-0.5%,0%,23%,1%
Cc1cc(C)nc(NNC2=CC(=O)CC(C)(C)C2)n1,x,2%,2,5%,-7%,-2%,3.3%,-13%,-2%,10%
CC(C)c1ccccc1NC(=O)c1ccc(CN(c2ccccc2)S(=O)(=O)c2ccccc2)cc1,10%[46.1 µM],x,2,x,-19%,6%,-0.1%,-8%,x,-5%
Cc1cccc(OCCC(=O)Nc2ccc(F)c(Cl)c2)c1,1%,-36%,u,8%,1%,3%,-0.9%,-3%,-2%,2%
CC1(C)Cc2c(c(N3CCOCC3)nc3sc4c(NCCN)ncnc4c23)CO1,0%,-6%,x,-15%,x,x,x,x,-5%,x
O=C(C1CC1)N1CCN(c2ccc([N+](=O)[O-])cc2-n2cccc2)CC1,-6%,-25%,3,u,u,5%,-0.4%,-11%,-4%,1%
Cc1ccc(C(CNC(=O)c2ccco2)N2CCN(C)CC2)cc1 (configuration not stated),-1%,-1%,-3,1%,19%,x,0.1%,11%,-1%,1%
COc1ccccc1-n1ccnc1SCC(=O)NC(C)(C)C,-7%,-4%,2,4%,4%,16%,-0.2%,1%,0%,-1%
Cn1cc(-c2nc3ccccc3[nH]2)c2ccccc21,-4%,11µM*,12,1%,u,1%,0.3%,1%,1%,u
